# SIAE inh: blocks human sialic acid acetylesterase; Q9HAT2; SIAE FP-Rh probe binding, fluorescence polarization; inhibition, % at 9.66 µM; 370,000 compounds, 0.69% hits;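 active means inhibition above a cutoff: mean of compounds within the control limits plus 3 SD of those, cut at about 17% in these data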;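 further: 0% = plate median of compound wells and 100% = probe without SIAE protein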
# ADAM10 inh: ADAM10 inhibition, QFRET primary screen | 370,000 compounds, 0.62% hits | O14672 | recombinant ADAM10, EDANS/DABCYL FRET peptide cleavage, 3 h | inhibition, % at 7 µM | AID 720582;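 active means inhibition above a per-campaign cutoff equal to the mean of compounds falling between control-based bounds plus 3 SD, cut at about 20% in these data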;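 further: 0% = DMSO wells while the 100% control is not disclosed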
# ADAM17 inh: ADAM17 inhibition, QFRET primary screen; P78536; recombinant ADAM17, EDANS/DABCYL FRET peptide cleavage; inhibition, % at 6.95 µM; 370,000 compounds, 0.83% hits; AID 720648;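 active means inhibition above the mean of compounds lying between control limits plus 3 SD, set per campaign, cut at about 8.5% in these data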;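 further: 0% = DMSO-only wells as the low control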
# ARFGAP1 inh: inhibitors of rat ARFGAP1; AID 651572; inhibition, % at 16.5 µM; 360,000 compounds, 0.26% hits; Q62848; Arfgap1-stimulated ARF1 GTP hydrolysis, GDP FP detection;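 active means inhibition above a per-plate limit, mean inhibition of low control wells plus 3 SD, cut at about 25% in these data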;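 further: 0% = DMSO wells with enzyme and 100% = wells lacking Arfgap1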
# Target sequence (Q62848 1-136 limits assumed): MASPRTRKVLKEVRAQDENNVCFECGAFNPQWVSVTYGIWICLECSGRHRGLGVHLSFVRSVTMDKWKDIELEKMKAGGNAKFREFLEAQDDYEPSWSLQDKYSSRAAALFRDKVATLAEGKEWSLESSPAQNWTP
#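 System: truncated rat Arfgap1 GAP domain / Medium: HEPES-based buffer, pH 7.5 / Also added: N-terminally truncated human ARF1-GTP substrate / Incubation: enzyme reaction 120 min at 25 °C after 20 min preincubation / Measured by: FP of antibody-bound GDP Alexa 633 tracer, ex 620/em 688 nm / Replicates: singlicate, each compound tested once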
# PLC-gamma1 inh: inhibitors of human phospholipase C gamma1. P19174. purified PLC-gamma1, fluorogenic substrate, fluorescence. inhibition, % at 12.2 µM. 370,000 compounds, 0.84% hits. AID 720700; in the data active means inhibition above about 9.5%
# PLC-beta3 inh: inhibitors of human phospholipase C beta3 | Q01970 | Purified PLC-beta3, fluorogenic substrate, fluorescence | inhibition, % at 12.2 µM | 370,000 compounds, 0.18% hits | AID 720704; in the data active means inhibition above about 11%;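 further: 0% = median of compound wells on plate and 100% = full blocker control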
# Tn7 DDE FP: inhibitors of Tn7 peptide binding to human fibrin DD(E); 370,000 compounds, 0.13% hits; P02675; FP displacement of FITC-Tn7 peptide from fibrin DD(E); 0% = median of compound wells per plate; inhibition, % at 8.3 µM;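 active means inhibition above the mean of compounds falling within the control limits plus 3 SD of them, cut at about 14% in these data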;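 further: 0% = plate median of compound wells and 100% = 10 µM Aha-Tn7 peptide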
# Target sequence (P02675 whole entry, looked up): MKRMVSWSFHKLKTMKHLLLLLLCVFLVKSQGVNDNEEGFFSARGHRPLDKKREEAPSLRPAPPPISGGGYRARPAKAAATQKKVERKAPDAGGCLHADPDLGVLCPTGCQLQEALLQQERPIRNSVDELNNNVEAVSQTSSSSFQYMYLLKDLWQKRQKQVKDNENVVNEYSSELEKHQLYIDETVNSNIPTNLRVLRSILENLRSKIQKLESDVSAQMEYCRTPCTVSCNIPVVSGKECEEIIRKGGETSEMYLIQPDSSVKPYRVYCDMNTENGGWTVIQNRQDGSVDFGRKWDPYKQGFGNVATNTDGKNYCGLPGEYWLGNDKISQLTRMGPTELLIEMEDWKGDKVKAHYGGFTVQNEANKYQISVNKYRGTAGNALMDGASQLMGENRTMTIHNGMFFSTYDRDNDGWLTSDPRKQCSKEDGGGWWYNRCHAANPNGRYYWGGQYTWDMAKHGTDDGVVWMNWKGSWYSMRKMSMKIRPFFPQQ
#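 Assay system: Human clot-derived fibrin DD(E) complex | Buffer or medium: Tris/NaCl/CaCl2 buffer, pH 7.8 | Repeats: One replicate per compound | Benchmarks: Aha-Tn7 high control | Measure: % inhibition scaled between sample-field median and high-control FP | Schedule: 10 min plus 3 h, room temperature | Signal: Fluorescence polarization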
# TDP2 inh: TDP2 (human) inhibition, absorbance primary screen; O95551; recombinant TDP2, T5PNP hydrolysis, p-nitrophenol absorbance 415 nm; inhibition, % at 12.8 µM; 370,000 compounds, 0.34% hits; AID 720702;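 active means inhibition above the mean of all tested compounds plus 3 SD, set per campaign, cut at about 25% in these data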;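 further: 0% = DMSO with enzyme and 100% = buffer with substrate but no TDP2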
# Target sequence (O95551 whole entry, looked up): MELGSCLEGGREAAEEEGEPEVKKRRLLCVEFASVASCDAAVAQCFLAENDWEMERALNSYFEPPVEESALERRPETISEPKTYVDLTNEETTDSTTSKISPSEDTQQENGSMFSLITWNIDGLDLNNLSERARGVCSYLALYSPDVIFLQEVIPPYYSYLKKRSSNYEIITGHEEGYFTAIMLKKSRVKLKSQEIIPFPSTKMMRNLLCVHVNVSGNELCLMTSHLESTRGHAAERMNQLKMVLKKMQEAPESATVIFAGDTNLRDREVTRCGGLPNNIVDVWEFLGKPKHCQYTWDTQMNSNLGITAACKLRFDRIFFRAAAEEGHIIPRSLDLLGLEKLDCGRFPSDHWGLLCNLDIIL
#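 System – recombinant human TDP2 · Quantity – TDP2 enzyme at 120 nM final · Doses – single concentration, 12.8 µM nominal, with 1% DMSO · Incubation – 2 h at 37 °C · Measured by – epi absorbance of p-nitrophenol freed from T5PNP by hydrolysis · Read-out – % inhibition relative to enzyme-containing and enzyme-free wells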
# Tn6 DDE FP: disrupts Tn6 cyclic peptide binding to fibrin D-Dimer-E complex. P02675. Fibrin DD(E) TRITC-Tn6 fluorescence polarization displacement. inhibition, % at 8.3 µM. 370,000 compounds, 0.21% hits;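 active means inhibition above a per-campaign cutoff: mean of compounds within control limits plus 3 SD, cut at about 15% in these data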;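 further: 0% = median of all compound wells on the plate and 100% = blocking peptide control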
# ASAP1 GAP inh: ASAP1 ArfGAP inhibition; inhibition, % at 16.5 µM; 360,000 compounds, 0.19% hits; ASAP1-stimulated ARF1 GTP hydrolysis, GDP FP detection; in the data active means inhibition above about 25%;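 further: 0% = vehicle with enzyme and substrate and 100% = no enzyme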
# Starred values were filed as active, the others as inactive; i = inactive; / = no result given.
1. Cc1ccc(NC(=O)N2CCN(C(=O)C3CCCO3)CC2)cc1 (stereo not drawn)
2. CCC(CC)NC(=O)c1cccc([N+](=O)[O-])c1C
3. CC(=O)c1c(C)nn(CCC(=O)O)c1C
4. O=C1/C(=C/c2cccs2)SC(=S)N1c1ccccc1
5. Cc1ccc2nc3c(nc2c1C)C(O)=C3O
6. CC(=O)c1c(C)[nH]c(C(=O)OCC(=O)N2CCN(S(=O)(=O)c3ccc(C)cc3)CC2)c1C
7. CCCCc1nc(SCC(=O)Nc2nnc(C(C)C)s2)n[nH]1
8. Cc1ccc(S(=O)(=O)N2CCCOC2)cc1
entry no.	1	2	3	4	5	6	7	8
SIAE inh	-1	-4	4	-3	-1	-5	1	1
ADAM10 inh	-12	3	-2	-5	-31	-13	-5	1
ADAM17 inh	2	-6	-3	4	-9	0	-8	-1
ARFGAP1 inh	6	1	-6	8	6	1	-1	-9
PLC-gamma1 inh	5	-2	-1	5	-29	7	4	1
PLC-beta3 inh	-6	-2	-2	-4	-44	-10	-8	0
Tn7 DDE FP	-3	5	-3	-2	-6	-1	5	-3
TDP2 inh	5	2	0	-8	-2	-20	-2	7
Tn6 DDE FP	-7	9	-3	-8	8	4	-7	-4
ASAP1 GAP inh	-16	-6	6	11	-5	6	16	-10

# Some of the entries above, set out differently:
item	canonical_smiles	SIAE inh	ADAM10 inh	ADAM17 inh	ARFGAP1 inh	PLC-gamma1 inh	PLC-beta3 inh	Tn7 DDE FP	TDP2 inh	Tn6 DDE FP	ASAP1 GAP inh
1	Cc1ccc(NC(=O)N2CCN(C(=O)C3CCCO3)CC2)cc1 (stereo not drawn)	-1	-12	2	6	5	-6	-3	5	-7	-16
2	CCC(CC)NC(=O)c1cccc([N+](=O)[O-])c1C	-4	3	-6	1	-2	-2	5	2	9	-6
3	CC(=O)c1c(C)nn(CCC(=O)O)c1C	4	-2	-3	-6	-1	-2	-3	0	-3	6
4	O=C1/C(=C/c2cccs2)SC(=S)N1c1ccccc1	-3	-5	4	8	5	-4	-2	-8	-8	11
5	Cc1ccc2nc3c(nc2c1C)C(O)=C3O	-1	-31	-9	6	-29	-44	-6	-2	8	-5
6	CC(=O)c1c(C)[nH]c(C(=O)OCC(=O)N2CCN(S(=O)(=O)c3ccc(C)cc3)CC2)c1C	-5	-13	0	1	7	-10	-1	-20	4	6
7	CCCCc1nc(SCC(=O)Nc2nnc(C(C)C)s2)n[nH]1	1	-5	-8	-1	4	-8	5	-2	-7	16
8	Cc1ccc(S(=O)(=O)N2CCCOC2)cc1	1	1	-1	-9	1	0	-3	7	-4	-10

# Continued:
9. O=C(c1cnc(N2CCN(c3ncccn3)CC2)c2ccccc12)N1CCN(c2ccccn2)CC1
10. Cc1cccc(NC(=O)c2cc(Cl)nc3ccccc23)n1
11. C=CCN1C(=O)[C@@H](CC(=O)NCc2ccc(C)o2)[C@]2(C(=O)OC)CCCCC=C12
12. CC(=O)Nc1ccn(-c2ccccc2)n1
13. CCCCN(C(=O)c1ccc(NC2CC2)c([N+](=O)[O-])c1)c1c(N)n(CC(C)C)c(=O)[nH]c1=O
14. CCCOc1ccc(C(=O)C(c2ccccc2)N2CCOCC2)cc1 (stereo not drawn)
15. CCCCNC(=S)N(CCCN(C)C)Cc1cc2cc3c(cc2[nH]c1=O)OCO3
16. Fc1ccc(-c2noc(-c3ccc4c(c3)CCO4)n2)cc1
entry no.	9	10	11	12	13	14	15	16
SIAE inh	-3	0	0	-2	0	-1	-1	-4
ADAM10 inh	0	-3	2	-9	-12	-2	-265	-13
ADAM17 inh	-5	-1	2	-5	-3	-5	-94	-3
ARFGAP1 inh	1	-2	/	2	8	-13	18	11
PLC-gamma1 inh	-15	-5	3	-1	0	1	-42	-1
PLC-beta3 inh	-23	-8	1	-1	-7	-1	-54	-7
Tn7 DDE FP	0	-2	1	6	2	6	0	-4
TDP2 inh	24	0	1	0	-3	2	8	-10
Tn6 DDE FP	6	9	3	5	1	-1	5	-10
ASAP1 GAP inh	6	-1	/	-12	-4	-6	4	10

17. CCCCCCCCN1C(=O)[C@H](CC(=O)NCc2cccs2)C[C@@]2(C(=O)OCC)CCCC=C12
18. COc1cccc(C(=O)c2cn(CC(=O)NCc3ccco3)c3nc(C)ccc3c2=O)c1
19. CC(=O)Nc1ccc(S(=O)(=O)N2CCN(Cc3ccncc3)CC2)cc1
20. CCOC(=O)C1=C(C)N(C[C@@H]2CC[C@@H](Cc3ccc4cc(OC)ccc4c3)O2)C(=O)NC1c1ccccc1 (stereo partly drawn)
21. COc1ccc(NC(=O)C2=CC(c3ccc(OC)cc3)=NS(=O)(=O)N2C)cc1
22. CC(C)NC(=O)Cn1nnc(-c2ccc(Cl)cc2)n1
23. COc1ccc(CNC(=O)CN(C)S(=O)(=O)c2ccc3c(c2)c(=O)n(C)c(=O)n3C)cc1
24. Cc1cccc(C)c1NC(=O)CNc1ncnc2sc(C)c(C)c12
entry no.	17	18	19	20	21	22	23	24
SIAE inh	-2	11	2	-9	-8	0	3	6
ADAM10 inh	-2	-3	-4	17	11	-1	-9	3
ADAM17 inh	0	-3	-5	9	10*	-1	-2	1
ARFGAP1 inh	-5	-25	11	-15	4	-9	-10	11
PLC-gamma1 inh	-1	-6	-1	2	1	2	-1	2
PLC-beta3 inh	-2	-11	5	-1	-2	1	-7	5
Tn7 DDE FP	1	-7	3	-9	12	-6	5	-5
TDP2 inh	-8	1	4	4	-7	-2	-4	2
Tn6 DDE FP	-6	2	-3	-10	0	-6	3	-6
ASAP1 GAP inh	-1	14	-6	0	12	2	-5	5

25. CN(CC(=O)Nc1cccc(F)c1)C(=O)c1cccnc1Sc1ccccc1Cl
26. O=C(NCCC1CCCCN1S(=O)(=O)c1cccs1)C(=O)Nc1ccc(F)cc1 (stereo not drawn)
27. COc1ccc(N(C)C(=O)c2cc3c(s2)-c2c(C)cccc2OC3)c(OC)c1
28. Cc1ccc(OCC(=O)N/N=C\c2cn(C)c3ccccc23)c([N+](=O)[O-])c1
29. CC1(C)CC(CCNC(=O)c2ccco2)CC(C)(C)N1
30. COc1cc(CC(NC(C)=O)C(=O)NC2CCN(S(=O)(=O)c3ccc(NC(C)=O)cc3)CC2)cc(OC)c1 (stereo not drawn)
31. CC(C)(C)c1cc(NC(=O)c2c(F)cccc2Cl)n(-c2ccccc2)n1
32. c1cncc(CNc2ncn[nH]2)c1
entry no.	25	26	27	28	29	30	31	32
SIAE inh	-3	-3	-2	2	3	-2	-2	2
ADAM10 inh	-10	0	-4	9	1	8	-2	4
ADAM17 inh	1	1	-2	0	2	-5	-1	1
ARFGAP1 inh	9	2	1	-12	-7	-12	-6	14
PLC-gamma1 inh	4	-4	-3	-3	-1	2	1	1
PLC-beta3 inh	-7	-3	-11	4	3	-31	-6	4
Tn7 DDE FP	-4	-6	-4	4	5	3	7	1
TDP2 inh	-2	11	12	7	4	-6	-7	5
Tn6 DDE FP	-7	4	-7	-3	-3	11	-5	2
ASAP1 GAP inh	1	-6	-3	-19	-1	5	2	-1

33. CCN(c1ccc(OC)cc1)S(=O)(=O)c1cc(-c2cc(C)no2)ccc1OC
34. CCOc1cc(/C=N/NC(=O)CSc2nncn2C)ccc1OC(=O)c1ccc(Cl)cc1
35. Cc1ccc(N=CC=C2OC(C)(C)C(C)(C)O2)cc1
36. COc1cc2sc3cc(NCc4ccc(C)o4)ccc3c(=O)c2cc1OC
37. Cn1cc(S(=O)(=O)N2CCCC2)cc1C(=O)N1CCN(c2ccccc2)CC1
38. CN(C)c1ccc(/C=C(\NC(=O)c2ccccc2)C(=O)NCCCN2CCOCC2)cc1
39. CCOc1cc(N2CCOCC2)c(OCC)cc1NC(C)C(=O)N1CCC(C)CC1 (stereo not drawn)
40. COc1ccc(N(C)S(=O)(=O)c2cccc(C(=O)Nc3nnc(C)s3)c2)cc1
entry no.	33	34	35	36	37	38	39	40
SIAE inh	-12	-4	-5	-16	9	7	2	3
ADAM10 inh	14	11	-65	i	9	-8	-15	-7
ADAM17 inh	3	3	-23	-213	1	-3	-5	-6
ARFGAP1 inh	4	-9	10	2	-9	10	-2	-9
PLC-gamma1 inh	5	0	-40	-417	5	-9	-18	-1
PLC-beta3 inh	-1	-1	-44	i	3	-22	-19	-9
Tn7 DDE FP	-4	4	-2	2	6	-3	7	-8
TDP2 inh	-32	11	-5	8	-4	6	6	-2
Tn6 DDE FP	-6	7	-2	-10	5	-6	0	-3
ASAP1 GAP inh	-7	-12	-6	-3	-10	1	-9	13

41. CCOC(=O)C1(c2ccccc2)CCCNC1=O (stereo not drawn)
42. COc1ccc(-c2cc(C(=O)Nc3ccc(S(=O)(=O)Nc4onc(C)c4C)cc3)c3ccccc3n2)cc1OC
43. C=CCn1c(SCC(=O)c2ccc(Cl)s2)nc2ccccc2c1=O
44. CC1=C(C(N)=O)C(c2cccnc2)n2nc(-c3cccc(C)c3)nc2N1 (stereo not drawn)
45. O=C(NC(=S)Nc1ncc(Br)cc1Br)c1ccccc1
46. Cc1ccc2c(c1)N(C(C)C(=O)NCc1cccs1)C(=O)CO2 (stereo not drawn)
47. CC(C)=N/N=C1\NC(=O)C(C)S1 (stereo not drawn)
48. O=C(OCC#CCSc1nnc(-c2cccc3ccccc23)o1)c1cnc[nH]1
entry no.	41	42	43	44	45	46	47	48
SIAE inh	1	-10	-2	-8	-1	-2	3	-1
ADAM10 inh	-14	-2	4	-47	-8	-1	-5	-29
ADAM17 inh	1	-2	0	-9	-5	-2	-2	-8
ARFGAP1 inh	4	1	-6	5	-6	-2	-3	-4
PLC-gamma1 inh	2	-16	0	-8	0	0	-6	-7
PLC-beta3 inh	1	-28	-2	-7	-14	-3	-9	-16
Tn7 DDE FP	4	-1	1	3	2	-7	-15	3
TDP2 inh	0	6	1	-14	0	4	-11	-9
Tn6 DDE FP	0	-3	0	-5	0	-3	4	11
ASAP1 GAP inh	-9	8	-18	-10	6	7	-6	13

49. Cn1nnnc1SCc1nc2ccccc2[nH]1
50. Cc1ccc(NC(=O)C(C)Sc2nc3nc(C)cc(C)n3n2)cc1 (stereo not drawn)
51. CCN(CC)C(=S)SCc1csc(CC(=O)Nc2ccccc2C)n1
52. COc1ccc(CN2CCNC(=O)C2CC(=O)NCc2ccc(C)s2)c(OC)c1 (stereo not drawn)
entry no.	49	50	51	52
SIAE inh	1	-4	-4	6
ADAM10 inh	3	-5	4	-7
ADAM17 inh	0	0	2	-8
ARFGAP1 inh	3	3	2	0
PLC-gamma1 inh	1	1	4	0
PLC-beta3 inh	2	-4	1	-3
Tn7 DDE FP	-5	0	-7	-7
TDP2 inh	-4	5	1	2
Tn6 DDE FP	-1	-1	-2	-4
ASAP1 GAP inh	4	-14	3	-3

# Random draw from the library. Share with any hit: about 3.6%.
